FLuc act counter – firefly luciferase counter-screen for stimulation assays. P08659. ATPlite luciferase biochemical, luminescence, 10 min; 0 = ATP-free wells, 1 = DMSO control. activation factor at 10 µM. 200,000 tested, under 10 active. AID 1027;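 active = luciferase activation factor, scaled between plate controls, of at least 2 with compound at 10 µM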
Target sequence (P08659 whole entry, looked up): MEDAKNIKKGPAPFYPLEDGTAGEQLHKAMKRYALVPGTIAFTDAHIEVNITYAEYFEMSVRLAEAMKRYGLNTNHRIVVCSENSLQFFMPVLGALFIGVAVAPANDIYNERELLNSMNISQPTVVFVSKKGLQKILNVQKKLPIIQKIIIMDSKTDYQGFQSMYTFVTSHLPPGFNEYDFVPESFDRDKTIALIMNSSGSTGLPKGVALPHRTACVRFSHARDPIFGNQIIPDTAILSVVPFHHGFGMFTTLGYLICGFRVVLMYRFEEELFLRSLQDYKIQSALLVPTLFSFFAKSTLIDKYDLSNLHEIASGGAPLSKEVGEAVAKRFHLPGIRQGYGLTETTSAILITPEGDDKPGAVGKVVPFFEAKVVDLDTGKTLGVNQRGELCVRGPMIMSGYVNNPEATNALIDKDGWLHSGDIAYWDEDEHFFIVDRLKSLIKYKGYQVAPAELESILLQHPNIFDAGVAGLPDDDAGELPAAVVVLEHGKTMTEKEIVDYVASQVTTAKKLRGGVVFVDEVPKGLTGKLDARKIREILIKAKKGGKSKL
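Assay system: Luciferase/luciferin reagent mix; Medium: PBS as buffer for the ATP substrate; Dosing: test compounds dosed from 2 mM stocks in 100% DMSO; Times: 10 min, room temperature; Signal: luminescence from luciferase reaction; Read-out: luciferase activation; Controls: No-ATP low control, compound-free enzyme-plus-ATP high control.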
TNAP inh hi DEA – TNAP (human) inhibition, high acceptor | purified TNAP, CDP-star luminescence, 1 M DEA | inhibition, % at 20 µM | 0.03% of 200,000 active | AID 1135 | P05186;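 active = over 50% inhibition of tissue-nonspecific alkaline phosphatase at 20 µM in the single-dose screen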;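 also: plate controls were DMSO wells for no effect and EDTA-quenched wells as full inhibition for full effect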
Target sequence (P05186 whole entry, looked up): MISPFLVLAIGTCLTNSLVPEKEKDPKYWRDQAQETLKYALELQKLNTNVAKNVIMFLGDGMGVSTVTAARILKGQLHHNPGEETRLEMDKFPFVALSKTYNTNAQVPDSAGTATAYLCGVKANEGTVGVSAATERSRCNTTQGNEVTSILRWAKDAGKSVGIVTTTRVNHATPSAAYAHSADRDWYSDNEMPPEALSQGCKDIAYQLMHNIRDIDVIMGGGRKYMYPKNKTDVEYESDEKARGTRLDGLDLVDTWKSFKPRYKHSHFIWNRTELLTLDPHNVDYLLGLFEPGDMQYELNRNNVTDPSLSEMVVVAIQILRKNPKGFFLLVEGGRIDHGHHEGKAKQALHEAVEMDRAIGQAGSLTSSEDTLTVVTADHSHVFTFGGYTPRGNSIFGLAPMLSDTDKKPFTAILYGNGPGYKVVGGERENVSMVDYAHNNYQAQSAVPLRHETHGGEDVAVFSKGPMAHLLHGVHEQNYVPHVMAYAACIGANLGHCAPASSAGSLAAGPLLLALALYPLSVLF
RAM network inh – yeast RAM network inhibition; S. cerevisiae dse1pr::URA3 reporter, 5-FOA growth OD615, 2 d; analog-sensitive cbk1-as2 kinase mutant strain; inhibition, % at 50 µM; 1.8% of 190,000 active;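 active = inhibition above a set limit, 3 SD over mean compound inhibition, cut at about 8.4% in these data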;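 also: 0% = DMSO-only wells with no growth and 100% = 10 µM 1-NA-PP1 full growth; inhibition rescues growth on 5-FOA so higher OD means more RAM inhibition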
TNAP inh noacc – inhibitors of human TNAP without phosphate acceptor | P05186 | purified TNAP, CDP-star luminescence, 30 min | inhibition, % at 20 µM | 0.26% of 200,000 active | AID 1012;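 active = tissue-nonspecific alkaline phosphatase inhibition above about 50% at 20 µM in the single-dose screen, limit read from the data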;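 also: 0% = DMSO negative control and 100% = EDTA positive control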
Lmaj promast – reduces viability of Leishmania major promastigotes; inhibition, % at 10 µM; 9% of 200,000 active; AID 1063; resazurin fluorescence viability; in the data active = inhibition above about 50%;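 also: promastigotes grown with compound for 44 hours at 28 °C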
TNAP act hi DEA – activators of human TNAP at high phosphate acceptor concentration | 200,000 tested, under 10 active | P05186 | purified TNAP, CDP-star luminescence, 1 M DEA, 30 min; stronger effect = higher value; 0 = EDTA background, 1 = DMSO-only activity | activation factor at 20 µM | AID 1136;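 active = activation factor at least 2 at 20 µM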
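Dosing: 20 µM single point. System: human TNAP. Amount: TNAP 1/800 final. Incubation: 30 min, room temperature. Read-out: TNAP activation factor scaled between EDTA and DMSO control wells. Signal: luminescence from CDP-star hydrolysis. Medium: 1 M DEA, pH 9.8, Mg2+, Zn2+. Control set: EDTA negative control, DMSO positive control.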
bIAP act – increases bovine intestinal alkaline phosphatase activity; activation factor at 20 µM; AID 1016; purified bovine IAP, CDP-star luminescence, 30 min; stronger effect = higher value; fold of DMSO-control signal, blank-subtracted; 0.17% of 200,000 active;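 active = activation factor of 2 or more at 20 µM, a signal rise over negative controls twice the positive control's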
bIAP inh – blocks bovine intestinal alkaline phosphatase activity | AID 1019 | purified bovine IAP, CDP-star luminescence, 30 min | 190,000 tested, under 10 active | inhibition, % at 20 µM;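 active = over 50% inhibition of intestinal alkaline phosphatase at 20 µM in the single-dose screen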
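System: Purified bovine intestinal alkaline phosphatase (IAP) enzyme | Input: IAP diluted 1/65,000,000 in the well | Also added: CDP-star chemiluminescent phosphatase substrate, 30 µM final | Dosing: 20 µM single dose | Times: Enzyme reaction for 30 min at room temperature | Detection: Luminescence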
FLuc inhib CS – inhibits firefly luciferase, flagging false hits in luciferase inhibition screens; AID 1006; P08659; inhibition, % at 10 µM; 1.5% of 200,000 active; ATPLite firefly luciferase biochemical luminescence, 10 min;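 active = inhibition above about 50% when tested at 10 µM, limit read from the data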
APP 5UTR inh – APP translation inhibition; inhibition, % at 2 µM; 0.82% of 190,000 active; AID 1285; SH-SY5Y APP 5'UTR-luciferase reporter, luminescence;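 active = inhibition above a set limit, derived from the sample mean plus 3 SD, cut at about 45% in these data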; also: values of inactives mirror those of a sister screen read the other way
The depositor's hits bear a star; / = not tested or not shown.

SMILES | FLuc act counter | TNAP inh hi DEA | RAM network inh | TNAP inh noacc | Lmaj promast | TNAP act hi DEA | bIAP act | bIAP inh | FLuc inhib CS | APP 5UTR inh
Cc1ccc(-c2nnc(/C=C/c3ccccc3)o2)cc1 | 0.8 | -1 | 6.3 | -5 | -5 | 1 | 1 | -2 | 20 | 7
COCCNC(=O)COc1ncnc2ccc(Br)cc12 | 1.1 | 0 | -0.1 | -8 | 0 | 1 | 0.9 | 5 | -6 | -5
COC(=O)CC1NCCNC1=O (stereo not given) | 1.1 | -3 | 0.8 | -10 | -9 | 1 | 0.8 | 17 | -6 | -14
Cc1ccccc1NC1=NCC(c2ccc([N+](=O)[O-])cc2)S1 (stereo not given) | 1.1 | 7 | 0.8 | -36 | 17 | 0.9 | 1 | 0 | -7 | -19
CC(C)NC(=O)C1CCN(C2CCN(Cc3nc4ccccc4s3)CC2)CC1 | 1 | -1 | 0.7 | -4 | 86* | 1 | 1.2 | -18 | -2 | -15
CCCn1nc2cc(C(=O)NC3CCCc4ccccc43)ccc2c1OCC (stereo not given) | 1.1 | -2 | 0.1 | -10 | 5 | 1 | 1 | 4 | -9 | 0
CCOC(=O)c1sc2nc3c(SCCC#N)cc(C(=O)c4cc(F)ccc4O)cn3c(=O)c2c1C | 1.1 | 4 | 7.8 | 6 | 63* | 1 | 0.5 | 46 | -7 | 17
COc1ccc(CCNC(=O)CC2C(=O)NCCN2CC(C)(C)C)cc1 (stereo not given) | 1 | -3 | -1.0 | -6 | -9 | 1 | 1 | 1 | -3 | -1
COc1cc(/C=C/C(=O)c2ccc(NS(=O)(=O)c3ccc(C)cc3)cc2)ccc1OC(F)F | 1 | 3 | 7.1 | -1 | 98* | 1 | 0.9 | 11 | 1 | 9
Cn1c(SCC(=O)N/N=C/c2ccc([N+](=O)[O-])s2)nnc1-c1ccccc1 | 1.1 | 12 | 0.8 | 12 | 100* | 0.9 | 1.1 | -5 | -8 | 18
CCOc1ccccc1N1CCN(CC(=O)Nc2cc(C)on2)CC1 | 1 | -4 | 2.7 | -11 | 0 | 1 | 1 | -4 | -1 | -4
Cc1cc(N)c(C)c([N+](=O)[O-])c1C | 1 | -5 | 2.1 | -17 | 39 | 1.1 | 0.9 | 14 | -4 | 18
COc1ccc(NC(=O)C(NCC(C)C)c2ccccc2)cc1Cl (stereo not given) | 1 | -3 | 0.9 | -11 | 19 | 1 | 0.9 | 6 | -3 | 4
CCCn1nnc(NC(=O)c2cc(Br)cc(Br)c2OC)n1 | 1 | -8 | -0.4 | -12 | -1 | 1.1 | 1 | 4 | -1 | 8
O=S(=O)(c1ccc(F)cc1)c1snnc1-c1ccccc1 | 1 | -4 | -0.7 | -11 | 81* | 1 | 0.9 | 13 | 2 | 93*

The final 2 records of the part before are carried over, then new ones follow:
SMILES | FLuc act counter | TNAP inh hi DEA | RAM network inh | TNAP inh noacc | Lmaj promast | TNAP act hi DEA | bIAP act | bIAP inh | FLuc inhib CS | APP 5UTR inh
CCCn1nnc(NC(=O)c2cc(Br)cc(Br)c2OC)n1 | 1 | -8 | -0.4 | -12 | -1 | 1.1 | 1 | 4 | -1 | 8
O=S(=O)(c1ccc(F)cc1)c1snnc1-c1ccccc1 | 1 | -4 | -0.7 | -11 | 81* | 1 | 0.9 | 13 | 2 | 93*
Cc1nnc(SCC(C)C)[nH]c1=O | 1 | -4 | 1.2 | -10 | -3 | 1 | 0.9 | 5 | 0 | 3
O=c1c([N+](=O)[O-])c(N2CCCCC2)c2ccccc2n1-c1ccccc1 | 1 | -2 | 4.7 | -14 | -3 | 1 | 0.9 | 14 | -2 | 3
COc1ccc(S(=O)(=O)N(C)C)cc1NC(=O)Cc1cccs1 | 1 | 0 | 2.1 | -10 | -2 | 1 | 1.2 | -21 | 4 | 24
CCCC(CCC)=NNC(=O)c1ccccc1F | 1 | 0 | 1.0 | -12 | -5 | 1 | 0.9 | 6 | 2 | -39
CC(=O)N1C(C)c2ccccc2C(C)(C)CC12CCCCC2 (stereo not given) | 1.1 | 0 | -1.8 | 2 | 10 | 1 | 1 | 2 | -6 | 1
COc1ccc(C2OC(=O)CC2C(=O)NCc2ccc(F)cc2)cc1OC (stereo not given) | 1 | -1 | -1.2 | 3 | 3 | 1 | 0.8 | 16 | -2 | 8
O=C(CCc1nc2ccccc2c(=O)[nH]1)OCC(=O)c1ccc(C2CCCCC2)cc1 | 1 | -8 | 3.9 | -7 | 1 | 1.1 | 0.4 | / | -1 | 9
CCC(=O)N1CCc2cc(Br)cc(S(=O)(=O)CC(=O)OC)c21 | 1 | 0 | 3.8 | -6 | -8 | 1 | 1.1 | -7 | -4 | 0
CCCc1nc2ccc(NC(=O)NCCC(=O)OCC)cc2c(=O)n1Cc1ccc(Cl)cc1 | 1 | -4 | 2.1 | -10 | -2 | 1 | 1 | 4 | -5 | -5
CCOC(=O)c1sc(NC(=S)NC(=O)c2cccc(Cl)c2)c(C(=O)OCC)c1C | 0.9 | 6 | 0.5 | 15 | -1 | 0.9 | 0.8 | 18 | 6 | 14
O=C(CSc1cccc2cccnc12)N/N=C/c1cccnc1 | 1 | 2 | -1.1 | -1 | 101* | 1 | 0.9 | 9 | -2 | 36
NC(=O)C1(N2CCCCC2)CCN(C(=S)Nc2ccccc2)CC1 | 1 | 0 | -0.3 | -3 | 39 | 1 | 0.8 | 23 | 0 | -3
CC(=O)N1CCc2cc(S(=O)(=O)NCCC(=O)N3CCc4ccccc4C3)ccc21 | 1.1 | -4 | 0.8 | -13 | -3 | 1 | 0.9 | 12 | -6 | -8
COC(=O)C1C2C=CC3(CN(CC4CCCO4)C(=O)C13)O2 (stereo not given) | 1.1 | -6 | 0.3 | -9 | 3 | 1.1 | 1.1 | -13 | -6 | 6
COc1ccc(OC)c(NC(=O)C23CCC(C)(C(=O)O2)C3(C)C)c1 (stereo not given) | 1 | 0 | 1.3 | -5 | 0 | 1 | 1 | 4 | -2 | 5
CC(=O)Nc1ccc(C(=O)N/N=C/c2ccccc2OCc2ccccc2)cc1 | 1 | -6 | 1.3 | -13 | -1 | 1.1 | 1 | 0 | 4 | -3
CCCCNC(=O)CSc1nc2cc3c(cc2c(=O)n1CCCC(=O)NCCc1ccc(OC)c(OC)c1)OCO3 | 1 | -6 | -0.5 | -155 | 12 | 1.1 | 1 | -4 | -3 | -6
CC(C)CC(=O)NC(=S)Nc1ccccc1C(F)(F)F | 1 | 4 | -1.3 | -10 | 11 | 1 | 0.7 | 26 | -3 | -13
CCOC(=O)Cn1c(-c2ccccn2)nc2ccccc21 | 1 | -6 | 0.7 | -12 | 7 | 1.1 | 0.9 | 15 | -4 | -1
N=c1ccn(CC(=O)c2ccc(-c3ccccc3)cc2)cc1 | 1 | 3 | 2.2 | 2 | 99* | 1 | 1 | 4 | 0 | 8
O=C(Nc1ccc(-c2noc(-c3ccccc3F)n2)cc1)c1cccs1 | 0.9 | -2 | 4.5 | -10 | -7 | 1 | 1 | -2 | 8 | -42
CCO[C@@H]1OC(C(=O)O)=C[C@H](C2CC2)[C@H]1CCCO | 1.1 | -4 | 2.0 | -5 | 3 | 1 | 1.2 | -15 | -5 | -2
CCCn1nc(C(=O)Nc2ccc(S(=O)(=O)Nc3nccs3)cc2)c2ccccc2c1=O | 1.1 | -1 | 2.2 | -4 | -8 | 1 | 1 | -1 | -8 | -2
Cc1cc(C)nc(-n2nc(C)cc2NC(=O)c2cccc(S(=O)(=O)N3CCOCC3)c2)n1 | 1 | -3 | 5.9 | -14 | 25 | 1 | 1 | -3 | -4 | -7
COc1ccc(-c2noc(CCC(=O)N3CCN(c4cc(C)ccc4C)CC3)n2)cc1 | 1.1 | -4 | 3.7 | -7 | -10 | 1 | 1 | 4 | -9 | 2
COc1ccc(OC)c(S(=O)(=O)Nc2c(C)cccc2C)c1 | 1.1 | -3 | 1.4 | -5 | 13 | 1 | 1 | -4 | -7 | -8
COc1ccc2c(=O)c(-c3cnn(-c4ccccc4)c3)c(C)oc2c1 | 1.1 | -2 | 8.2 | 3 | 0 | 1 | 1 | 3 | -8 | -6
O/N=C\c1cccn1-c1nccs1 | 1 | 0 | 1.3 | -2 | 2 | 1 | 1.2 | -19 | -2 | 3
COc1ccc(/C=C2\CCC/C(=C\C=N\N(C)C)C2=O)cc1 | 0.8 | 7 | 0.2 | 17 | 93* | 0.9 | 1 | 3 | 17 | -16
COC(=O)COc1cccc(NC(=O)c2cccs2)c1 | 1 | -2 | -0.3 | -2 | 61* | 1 | 0.9 | 14 | 2 | -5
COc1cccc(C(=O)N(Cc2nc(-c3ccc(C)cc3)no2)C(C)C)c1 | 1 | -2 | 2.5 | -8 | 5 | 1 | 0.9 | 6 | -4 | -8
O=C(Nc1cc([N+](=O)[O-])ccc1F)c1cccs1 | 1 | -2 | -0.4 | -7 | 23 | 1 | 1.1 | -10 | 0 | 1
C=CCn1c(C2CCCCC2)n[nH]c1=S | 1 | -2 | 2.0 | 29 | -4 | 1 | 0.9 | 10 | -2 | -12
O=C(C1CCC(C(=O)N2CCCCC2)CC1)N1CCCCC1 (stereo not given) | 1.1 | -6 | 3.5 | -15 | -9 | 1.1 | 1 | -2 | -6 | 0
CC(CNC(=O)CCc1nnc(CCC2CCCCC2)o1)c1ccccc1 (stereo not given) | 1 | -10 | 0.4 | -19 | 4 | 1.1 | 1.2 | -18 | 0 | -28
CC(C)Oc1cccc(C(=O)NC(=S)Nc2ccc(Cl)c(C(=O)O)c2)c1 | 1 | -2 | 7.6 | -5 | -9 | 1 | 1 | 4 | 0 | -9
O=C(NCCCNc1ccc([N+](=O)[O-])cc1)C(F)(F)F | 1 | 4 | 1.8 | 0 | -6 | 1 | 1 | -4 | -2 | 20
O=C(NCCN1CCOCC1)c1cc(-c2ccco2)on1 | 1 | -4 | 1.5 | -13 | -5 | 1 | 0.9 | 7 | -5 | -15
Nc1nnc(CSCc2ccccc2)s1 | 1.1 | -5 | -1.0 | 5 | -5 | 1 | 0.9 | 5 | -6 | -11
COc1ccc(NC(=O)CSc2nncn2C)c([N+](=O)[O-])c1 | 1.1 | -7 | -0.3 | -16 | -4 | 1.1 | 0.9 | 10 | -6 | -5
NC(=O)NC(=O)CSc1nnc(-c2ccc(Cl)cc2)n1CC1CCCO1 (stereo not given) | 1.1 | -2 | 1.9 | -7 | -3 | 1 | 1 | -5 | -9 | -15
CCn1ccnc1CN1CCCC(C(=O)c2ccc3cc(OC)ccc3c2)C1 (stereo not given) | 1 | -2 | -0.2 | 6 | 16 | 1 | 1.1 | -10 | 4 | 5
COC(=O)c1[nH]cnc1C(=O)c1ccccc1 | 1 | -4 | 0.3 | -8 | 1 | 1 | 1.1 | -12 | -4 | 10

Look-ups from above.
C=CCn1c(C2CCCCC2)n[nH]c1=S in TNAP act hi DEA: 1
NC(=O)NC(=O)CSc1nnc(-c2ccc(Cl)cc2)n1CC1CCCO1 (stereo not given) in TNAP act hi DEA: 1
CCCn1nc2cc(C(=O)NC3CCCc4ccccc43)ccc2c1OCC (stereo not given) in Lmaj promast: 5
